# Source: PubChem BioAssay
# EZH2 inh = EZH2 (human) methyltransferase inhibition. Q15910. PRC2 H3K27 methylation, DELFIA TRF, 1 h. inhibition, % at 12.5 µM. 57,000 tested, 0.35% active. AID 651548;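 active = mean inhibition of replicates at least 50% and every single replicate also reaching 50%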;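 also: dimethyl H3K27 on biotinylated H3 21-44 peptide detected by antibody; plate controls were median neutral control wells for no effect and median positive control wells for full effect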
# Target sequence (Q15910 whole entry, looked up): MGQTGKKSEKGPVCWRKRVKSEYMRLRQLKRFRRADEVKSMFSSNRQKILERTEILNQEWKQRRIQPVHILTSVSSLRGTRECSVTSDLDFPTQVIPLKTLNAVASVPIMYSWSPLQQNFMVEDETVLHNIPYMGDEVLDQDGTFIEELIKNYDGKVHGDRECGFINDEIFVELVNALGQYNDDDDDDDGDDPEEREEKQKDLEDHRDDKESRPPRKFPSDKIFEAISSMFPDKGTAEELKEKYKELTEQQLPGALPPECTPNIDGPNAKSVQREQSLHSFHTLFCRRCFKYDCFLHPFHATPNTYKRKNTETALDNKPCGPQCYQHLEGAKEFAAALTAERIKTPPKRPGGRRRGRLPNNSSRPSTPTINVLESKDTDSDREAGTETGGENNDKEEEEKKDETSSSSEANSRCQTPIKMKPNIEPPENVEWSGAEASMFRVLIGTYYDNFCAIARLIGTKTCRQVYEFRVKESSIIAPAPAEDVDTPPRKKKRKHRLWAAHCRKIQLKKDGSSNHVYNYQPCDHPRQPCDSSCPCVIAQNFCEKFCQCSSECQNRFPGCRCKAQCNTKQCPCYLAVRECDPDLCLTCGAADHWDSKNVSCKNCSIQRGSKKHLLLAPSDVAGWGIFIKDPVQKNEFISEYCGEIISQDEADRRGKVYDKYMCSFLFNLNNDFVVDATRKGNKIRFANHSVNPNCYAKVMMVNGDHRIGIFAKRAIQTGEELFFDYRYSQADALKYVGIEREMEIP
# IDH1 mut inh = IDH1 R132H (human) inhibition | O75874 | IDH1 R132H reductase, diaphorase/resazurin fluorescence, 60 min | inhibition, % at 10 µM | 70,000 tested, 0.18% active | AID 624101; in the data active = inhibition above about 34%;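 also: 0% = DMSO and 100% = no enzyme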
# * = called active by the depositor; . = no result given.
# Each structure is followed by: EZH2 inh | IDH1 mut inh
C[C@H](CO)N1C[C@H](C)[C@H](CN(C)C(=O)NC2CCCCC2)Oc2ccc(NC(=O)C3CC3)cc2C1=O
→ . | 5.1
C[C@@H]1CN([C@H](C)CO)C(=O)c2cc(-c3cccc(C#N)c3)cnc2O[C@H]1CN(C)Cc1cncnc1
→ . | -0.4
C[C@H]1CN([C@@H](C)CO)S(=O)(=O)c2ccc(-c3cccc(C#N)c3)cc2O[C@@H]1CN(C)C(=O)C1CC1
→ . | 0.1
C[C@H](CO)N1C[C@H](C)[C@@H](CN(C)S(C)(=O)=O)Oc2ncc(-c3cccnc3)cc2C1=O
→ 1.8 | -2.5
C[C@H]1CN([C@@H](C)CO)C(=O)c2ccccc2-c2ccccc2CO[C@@H]1CN(C)Cc1ccc(C(=O)O)cc1
→ -57.4 | 2.5
C[C@@H]1CN([C@@H](C)CO)C(=O)Cc2cc(NC(=O)Nc3cccc4ccccc34)ccc2O[C@H]1CN(C)C(=O)NC1CCCCC1
→ -9.9 | -3.1
CO[C@@H]1CN(C)C(=O)c2ccc(NC(=O)C3CCC3)cc2OC[C@H](C)N(Cc2nccs2)C[C@H]1C
→ -2.0 | -0.5
COc1ccc(S(=O)(=O)Nc2ccc3c(c2)CC(=O)N([C@@H](C)CO)C[C@H](C)[C@H](CN(C)CC2CCCCC2)O3)cc1
→ . | 1.9
CN(C)Cc1cn(CC[C@H]2CC[C@H](NC(=O)Nc3ccccc3F)[C@H](CO)O2)nn1
→ 11.1 | 0.2
Cc1ccc(N(C(C)C(=O)Nc2ccccc2C(=O)N2CCCC2)S(C)(=O)=O)cc1 (stereo not drawn)
→ 3.3 | -0.5
COc1ccc(C)cc1NC(=O)CNS(=O)(=O)c1ccccc1
→ -0.6 | 0.0
COCC(=O)Nc1ccc2c(c1)[C@@H]1C[C@H](CC(=O)N3CCc4ccccc4C3)O[C@@H](CO)[C@@H]1O2
→ 7.3 | 0.4
C[C@@H]1CCCCO[C@@H](CN(C)C(=O)Nc2ccc3c(c2)OCO3)[C@H](C)CN([C@@H](C)CO)C(=O)c2cc(NS(=O)(=O)c3ccc(F)cc3)ccc2O1
→ . | 2.8
CO[C@@H]1CN(C)C(=O)c2cc(NC(C)=O)ccc2OC[C@H](C)N(C(=O)CN(C)C)C[C@@H]1C
→ -4.5 | -0.1
C[C@@H]1CN([C@H](C)CO)C(=O)c2cc(NC(=O)C3CCCCC3)ccc2O[C@@H]1CN(C)Cc1ccc(C(F)(F)F)cc1
→ . | -1.5
C[C@H](CO)N1C[C@H](C)[C@H](CN(C)Cc2ccc(C(F)(F)F)cc2)Oc2ccc(NS(=O)(=O)c3ccc(F)cc3)cc2C1=O
→ 15.9 | 0.4
C[C@@H]1CN([C@H](C)CO)C(=O)c2cccc(N(C)C)c2O[C@@H]1CN(C)Cc1ccc(Cl)c(Cl)c1
→ -4.3 | -0.7
C/C=C/c1ccc2c(c1)O[C@@H](CN(C)C(=O)c1ccc(F)cc1)[C@H](C)CN([C@@H](C)CO)S2(=O)=O
→ . | -0.5
O=C(NCC[C@H]1CC[C@@H](NS(=O)(=O)c2cccc(F)c2)[C@@H](CO)O1)C1CC1
→ 1.8 | 0.3
CCCNC(=O)C[C@@H]1C[C@H]2c3cc(N(C)C)ccc3O[C@H]2[C@@H](CO)O1
→ 19.3 | -2.7
C[C@H]1CN([C@@H](C)CO)C(=O)c2c(c3ccccc3n2C)-c2ccccc2CO[C@@H]1CN(C)C(=O)c1ccccc1
→ -2.1 | .
C[C@H]1CN([C@@H](C)CO)C(=O)Cc2cc(NC(=O)Nc3ccc(F)cc3)ccc2O[C@@H]1CN(C)Cc1ccc(Oc2ccccc2)cc1
→ . | 0.0
COCC(=O)Nc1ccc2c(c1)[C@H]1C[C@@H](CC(=O)NCc3ccccc3OC)O[C@H](CO)[C@H]1O2
→ 3.3 | -0.2
C[C@@H]1CN([C@@H](C)CO)C(=O)c2cc(C#CC3CCCCC3)cnc2O[C@@H]1CN(C)C(=O)Nc1ccccc1
→ -41.4 | -2.1
CC(C)NC(=O)N(C)C[C@H]1OCc2ccccc2-c2c(n(C)c3ccccc23)C(=O)N([C@H](C)CO)C[C@H]1C
→ 13.2 | 1.2
Cc1ccc(S(=O)(=O)NC(C)(C)C(=O)Oc2cc(C)c3c(c2)oc(=O)c2ccccc23)cc1
→ -4.2 | 0.2
Cc1noc(C)c1S(=O)(=O)Nc1cccc2c1O[C@H](CN(C)Cc1ccc(C(F)(F)F)cc1)[C@H](C)CN([C@H](C)CO)C2=O
→ 5.5 | .
Cc1cccc(NC(=O)CSc2nnc(-c3cccs3)n2-c2ccccc2)c1
→ 9.3 | -0.2
C[C@@H]1CN([C@@H](C)CO)C(=O)c2cc(NC(=O)c3ccncc3)ccc2O[C@@H](C)CCCCO[C@H]1CN(C)C(=O)C1CCCCC1
→ -10.3 | 2.0
Cc1noc(C)c1S(=O)(=O)Nc1ccc2c(c1)C(=O)N([C@@H](C)CO)C[C@H](C)[C@H](CN(C)C)OCCCC[C@H](C)O2
→ . | 0.8
O=C(CN1CCOCC1)NCC[C@H]1CC[C@H](NC(=O)Nc2ccc(F)cc2)[C@H](CO)O1
→ -1.2 | 73.1*
Cc1nn(CC(=O)Nc2ccc(F)cc2)c(C)c1[N+](=O)[O-]
→ -13.8 | 0.3
COc1ccc(S(=O)(=O)N(C)C[C@@H]2OCCCC[C@H](C)Oc3ccc(NC(=O)Nc4ccc5c(c4)OCO5)cc3C(=O)N([C@H](C)CO)C[C@H]2C)cc1
→ . | 1.6
N#Cc1c(SCc2ccccc2Cl)nc2c(c1C(F)(F)F)CCc1occc1-2
→ -14.0 | 0.0
Cc1c(Cl)cccc1N(CC(=O)Nc1cc(Cl)cc(Cl)c1)S(C)(=O)=O
→ 2.2 | 0.0
C[C@@H]1CN([C@@H](C)CO)C(=O)c2cc(NS(=O)(=O)c3ccc(F)cc3)ccc2O[C@@H]1CN(C)Cc1ccc(C(=O)O)cc1
→ . | 2.3
O=C(O)C[C@H]1C[C@H]2c3cc(NC(=O)NC4CCCCC4)ccc3O[C@H]2[C@@H](CO)O1
→ -6.6 | 0.1
C[C@H]1CCCCO[C@H](CN(C)Cc2ccc3c(c2)OCO3)[C@@H](C)CN([C@@H](C)CO)C(=O)c2cc(NS(=O)(=O)c3ccccc3)ccc2O1
→ . | 1.9
C[C@@H]1CN([C@H](C)CO)C(=O)Cc2cc(NS(=O)(=O)c3ccc(F)cc3)ccc2O[C@H]1CN(C)CC1CCCCC1
→ . | 2.0
CN(C)CC(=O)N[C@@H]1CC[C@H](CC(=O)NCCN2CCCCC2)O[C@H]1CO
→ 4.2 | 0.3
CC(C)NC(=O)N(C)C[C@H]1Oc2ccc(NC(=O)C3CC3)cc2CC(=O)N([C@@H](C)CO)C[C@H]1C
→ 2.8 | -1.8
Cc1ccc(-c2nc3cccnc3o2)cc1NC(=O)COc1ccc(C(C)(C)C)cc1
→ . | -0.4
Cc1ccc(S(=O)(=O)N(C)C[C@@H]2Oc3ccc(NC(=O)CCCN(C)C)cc3C(=O)N([C@@H](C)CO)C[C@@H]2C)cc1
→ -5.6 | -0.3
CNC[C@@H]1Oc2ccc(NC(=O)Cn3cnnn3)cc2CC(=O)N([C@@H](C)CO)C[C@H]1C
→ . | 2.1
CCCNC(=O)C[C@H]1C[C@@H]2c3cc(NS(=O)(=O)c4ccccc4)ccc3O[C@@H]2[C@@H](CO)O1
→ -8.3 | -3.1
Cc1noc(C)c1NC(=O)N(C)C[C@@H]1OCCCC[C@H](C)Oc2ccc(NC(=O)CCC(F)(F)F)cc2C(=O)N([C@H](C)CO)C[C@@H]1C
→ . | 2.8
Cc1ccc(S(=O)(=O)Nc2ccc3c(c2)C(=O)N([C@@H](C)CO)C[C@H](C)[C@H](CN(C)Cc2ccc(C(=O)O)cc2)OCCCC[C@H](C)O3)cc1
→ . | -1.9
Cc1noc(C)c1NC(=O)Nc1ccc2c(c1)C(=O)N([C@H](C)CO)C[C@H](C)[C@@H](CN(C)S(=O)(=O)c1ccc(Cl)cc1)O2
→ . | 3.7
CCC(=O)N1C[C@@H](C)[C@H](OC)CN(C)C(=O)c2ccc(NC(=O)Nc3ccc(Cl)cc3)cc2OC[C@H]1C
→ -12.3 | 0.6
CCCN1C[C@@H](C)[C@@H](OC)CN(C)C(=O)c2ccc(NC(=O)c3ccccc3)cc2OC[C@@H]1C
→ 14.8 | 0.0
CC(C)NC(=O)Nc1ccc2c(c1)CC(=O)N([C@@H](C)CO)C[C@@H](C)[C@H](CN(C)CC1CC1)O2
→ -2.5 | -0.2
O=C(N[C@H]1CC[C@@H](CC(=O)N2CCOCC2)O[C@@H]1CO)c1ccc2c(c1)OCO2
→ 0.0 | 0.4
C[C@@H]1CN([C@H](C)CO)C(=O)c2cc(NS(=O)(=O)c3cccs3)ccc2O[C@@H](C)CCCCO[C@H]1CN(C)S(=O)(=O)c1ccc(Cl)cc1
→ . | -0.6
C[C@H](CO)N1C[C@H](C)[C@@H](CN(C)Cc2cccnc2)Oc2cc(C#C[C@@H](C)O)ccc2S1(=O)=O
→ 11.7 | .
CCCN(C)C[C@H]1Oc2cc(C3=CCCCC3)ccc2S(=O)(=O)N([C@@H](C)CO)C[C@H]1C
→ -29.9 | 0.7
COc1ccc(NC(=O)N(C)C[C@@H]2Oc3cc(-c4ccc(C)cc4)ccc3S(=O)(=O)N([C@H](C)CO)C[C@@H]2C)cc1
→ -16.5 | -1.8
CCC(=O)N1C[C@@H](C)[C@@H](OC)CN(C)C(=O)c2cc(NC(=O)Nc3ccc(Cl)cc3)ccc2OC[C@@H]1C
→ -20.6 | 0.4
CCCNC(=O)C[C@H]1C[C@@H]2c3cc(NC(=O)Nc4ccccc4)ccc3O[C@@H]2[C@H](CO)O1
→ 2.2 | -0.2
O=C(Nc1ccc2c(c1)OCO2)N[C@@H]1CC[C@@H](CCNC(=O)C2CCC2)O[C@H]1CO
→ -3.4 | 0.4
COc1ccc(NC(=O)Nc2ccc3c(c2)C(=O)N([C@@H](C)CO)C[C@@H](C)[C@H](CN(C)S(C)(=O)=O)O3)cc1
→ . | -1.8

# New compounds follow
# Each structure is followed by: EZH2 inh | IDH1 mut inh
O=C(CCSc1nnc(-c2ccccc2)o1)Nc1ccc(F)cc1
→ -14.7 | -0.8
CCCC#Cc1ccc2c(c1)O[C@H](CN(C)C(=O)c1ccccc1)[C@H](C)CN([C@H](C)CO)S2(=O)=O
→ . | -0.2
COc1ccc(NC(=O)N(C)C[C@H]2OCCCC[C@H](C)Oc3ccc(NC(=O)c4ccccc4)cc3C(=O)N([C@H](C)CO)C[C@H]2C)cc1
→ . | 1.0
C[C@@H]1CN([C@@H](C)CO)C(=O)c2c(c3ccccc3n2C)-c2ccccc2CO[C@H]1CN(C)S(=O)(=O)c1ccc(Cl)cc1
→ -65.4 | .
CO[C@@H]1CN(C)C(=O)c2ccc(NC(=O)Nc3ccccc3)cc2OC[C@@H](C)N(CC2CC2)C[C@@H]1C
→ -19.1 | 0.2
COCC#Cc1cnc2c(c1)C(=O)N([C@@H](C)CO)C[C@H](C)[C@H](CN(C)C(=O)c1cnccn1)O2
→ -13.4 | 0.1
C/C=C/c1ccc2c(c1)O[C@H](CN(C)C(=O)COC)[C@H](C)CN([C@H](C)CO)S2(=O)=O
→ -2.6 | -0.6
C[C@@H]1CN([C@@H](C)CO)C(=O)Cc2cc(NC(=O)Nc3ccc(C(F)(F)F)cc3)ccc2O[C@H]1CN(C)Cc1ccc2c(c1)OCO2
→ . | 0.2
C[C@H](NC(=O)C[C@@H]1CC[C@H](NC(=O)Cc2ccccn2)[C@@H](CO)O1)c1ccccc1
→ 11.2 | 0.0
C/C=C/C=C/C(=O)c1cc(C)c(O)c(C)c1O
→ . | 0.3
COc1ccc(NC(=O)C2CCCCC2C(=O)O)cc1OC (stereo not drawn)
→ 0.1 | -0.2
CCC(=O)N[C@@H]1C=C[C@@H](CC(=O)NCc2ccccc2F)O[C@@H]1CO
→ -0.9 | 0.3
COc1cc(NC(=O)CCN2C(=O)c3ccccc3C2=O)cc(OC)c1
→ 3.0 | -0.7
O=C(N[C@@H]1C=C[C@@H](CC(=O)N2CCOCC2)O[C@H]1CO)c1cccc(F)c1
→ -7.6 | 0.4
C[C@@H]1CCCCO[C@H](CN(C)Cc2ccc(C(F)(F)F)cc2)[C@H](C)CN([C@H](C)CO)C(=O)c2cc(NC(=O)Nc3ccccc3)ccc2O1
→ . | 0.7
C[C@@H]1CN([C@H](C)CO)C(=O)c2ccccc2-c2ccccc2CO[C@H]1CN(C)S(=O)(=O)c1ccc(Cl)cc1
→ -3.1 | .
C[C@H]1CN([C@@H](C)CO)C(=O)Cc2cc(NC(=O)CCC(F)(F)F)ccc2O[C@H]1CN(C)Cc1ccc(C(=O)Nc2ccccc2N)cc1
→ -7.7 | 3.9
C[C@@H]1CN([C@H](C)CO)C(=O)c2cccc(NC(=O)Nc3ccccc3)c2O[C@H]1CN(C)S(=O)(=O)c1ccccc1
→ 1.1 | 0.3
COc1ccc(S(=O)(=O)Nc2ccc3c(c2)C(=O)N([C@@H](C)CO)C[C@@H](C)[C@@H](CN(C)C(=O)NC2CCCCC2)O3)cc1
→ . | -9.4
CC(=O)N(C)C[C@H]1Oc2ncc(C#Cc3cccc(F)c3)cc2C(=O)N([C@H](C)CO)C[C@H]1C
→ 13.1 | 0.5
COc1cccc(CNC(=O)c2cc3c(c(-c4cccc(-c5ccncc5)c4)n2)[C@@H](CCO)N([S@](=O)C(C)(C)C)C3)c1
→ -13.8 | 0.2

# Given as labelled records: part of the list above.
canonical_smiles: C[C@H]1CN([C@@H](C)CO)S(=O)(=O)c2ccc(-c3cccc(C#N)c3)cc2O[C@@H]1CN(C)C(=O)C1CC1
  EZH2 inh = .
  IDH1 mut inh = 0.1

canonical_smiles: C[C@H](CO)N1C[C@H](C)[C@@H](CN(C)S(C)(=O)=O)Oc2ncc(-c3cccnc3)cc2C1=O
  EZH2 inh = 1.8
  IDH1 mut inh = -2.5

canonical_smiles: C[C@H]1CN([C@@H](C)CO)C(=O)c2ccccc2-c2ccccc2CO[C@@H]1CN(C)Cc1ccc(C(=O)O)cc1
  EZH2 inh = -57.4
  IDH1 mut inh = 2.5

# This is a subset; count on the stated rates, not on these rows.
